# GalR3 antagonist: antagonists of human GalR3; O60755; HEK293 GalR3-CNG cAMP membrane potential fluorescence; galR3 body fused to GalR1 C-terminus; inhibition, % at 3 µM; 0.44% of 360,000 active;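 active = inhibition above the screen-wide average plus 3 SD, cut at about 13% in these data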;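 note: forskolin and galanin both at EC90 stimulate the cells; cAMP rise reported by CNG channel membrane potential dye signal; 0% = forskolin plus galanin with DMSO and 100% = forskolin alone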
# IMP-1 inhibitor: inhibitors of Pseudomonas aeruginosa IMP-1 metallo-beta-lactamase | inhibition, % at 5.6 µM | purified IMP-1, nitrocefin hydrolysis, epi-absorbance fluorescence | 0.45% of 290,000 active;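 active = inhibition above the mean plus 3 SD of all compounds in the same screening run, cut at about 4.5% in these data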;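 note: 0% = IMP-1 with DMSO and 100% = DMSO wells lacking enzyme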
#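 system = purified recombinant IMP-1 beta-lactamase | amount = 0.2 nM IMP-1, as dispensed | medium = HEPES buffer pH 7.1 with ZnSO4 and Brij 35 | times = 25 °C, 15 min preincubation, 25 min reaction | detection = plate fluorescence quenching by hydrolysis product, ex 480/em 530 nm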
# VIM-2 inhibitor: inhibitors of Pseudomonas aeruginosa VIM-2 metallo-beta-lactamase; purified VIM-2, nitrocefin hydrolysis, epi-absorbance fluorescence; inhibition, % at 5.6 µM; 0.89% of 290,000 active;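 active = inhibition above the mean of all tested compounds plus 3 SD, cutoff set per screening run, cut at about 7.5% in these data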;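 note: red hydrolysis product quenches plate fluorescence so inhibitors raise well fluorescence; 0% = enzyme with DMSO and 100% = DMSO without enzyme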
# OXTR agonist: activates the human oxytocin receptor. CHO-OTR cells, Fluo-8 calcium fluorescence; normalized: DMSO 0%, oxytocin 100%. activation, % at 3 µM. 0.32% of 320,000 active. AID 2435;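 active = activation above the mean of all tested compounds plus 3 SD, cutoff set per screening run, cut at about 20% in these data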;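 note: peak over basal fluorescence ratio from a 100 s FLIPR kinetic read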
# NS3 helicase inh: HCV NS3 helicase inhibition | inhibition, % at 10.9 µM | NS3 helicase DNA unwinding, Cy5 molecular beacon fluorescence | 0.56% of 290,000 active;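 active = inhibition above the mean of all tested compounds plus 3 SD, set per campaign, cut at about 35% in these data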;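 note: 0% = DMSO wells and 100% = thioflavine S control wells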
#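 System: NS3 helicase fragment of HCV / Schedule: 1 h at 25 °C / Control set: DMSO alone as 0% and 110 µM thioflavine S as 100% / Reagent: Cy5/quencher beacon DNA duplex and ATP to start / Technique: Cy5 fluorescence / Replication: singlicate / Evaluation: % inhibition of end-to-start signal ratio versus controls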
# DNA FID counter: fluorescent intercalator displacement, NS3 helicase counter-screen; DNA fluorescent intercalator displacement, fluorescence; inhibition, % at 7.9 µM; 0.17% of 290,000 active; in the data active = inhibition above about 37%;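 note: 0% = vehicle and 100% = reference compound; higher means more ethidium bromide displaced from hairpin DNA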
# V1aR counter: activates human V1a receptor in oxytocin agonist counter-screen | P37288 | CHO-V1R cells, Fluo-8 calcium fluorescence, agonist mode; 0% DMSO, 100% 3 nM vasopressin | activation, % at 3 µM | 0.25% of 320,000 active;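 active = activation above the mean activation of all tested compounds plus 3 SD, per screening run, cut at about 20% in these data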;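 note: signal is peak over basal fluorescence ratio across a 100 second FLIPR read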
# Target sequence (P37288 whole entry, looked up): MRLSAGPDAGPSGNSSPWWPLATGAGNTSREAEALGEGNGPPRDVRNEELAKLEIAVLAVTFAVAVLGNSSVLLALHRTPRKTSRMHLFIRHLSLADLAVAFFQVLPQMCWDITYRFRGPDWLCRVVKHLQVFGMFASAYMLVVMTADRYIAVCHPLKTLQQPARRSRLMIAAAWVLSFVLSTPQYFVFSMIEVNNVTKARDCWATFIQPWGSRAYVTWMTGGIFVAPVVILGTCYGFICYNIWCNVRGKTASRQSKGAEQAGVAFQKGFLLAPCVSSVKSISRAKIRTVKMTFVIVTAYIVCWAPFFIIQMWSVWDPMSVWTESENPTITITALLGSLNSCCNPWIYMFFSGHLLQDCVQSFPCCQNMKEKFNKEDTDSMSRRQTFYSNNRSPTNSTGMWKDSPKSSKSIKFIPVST
# GPR7 antagonist: human neuropeptides B/W receptor 1 antagonism; P48145; inhibition, % at 4.4 µM; 1.1% of 290,000 active; GPR7-expressing cells, fluorescence antagonist assay; in the data active = inhibition above about 16%, passing the limit was not always enough;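 note: cells stimulated with the agonist NPW; 0% = agonist with vehicle and 100% = vehicle without agonist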
# Target sequence (P48145 whole entry, looked up): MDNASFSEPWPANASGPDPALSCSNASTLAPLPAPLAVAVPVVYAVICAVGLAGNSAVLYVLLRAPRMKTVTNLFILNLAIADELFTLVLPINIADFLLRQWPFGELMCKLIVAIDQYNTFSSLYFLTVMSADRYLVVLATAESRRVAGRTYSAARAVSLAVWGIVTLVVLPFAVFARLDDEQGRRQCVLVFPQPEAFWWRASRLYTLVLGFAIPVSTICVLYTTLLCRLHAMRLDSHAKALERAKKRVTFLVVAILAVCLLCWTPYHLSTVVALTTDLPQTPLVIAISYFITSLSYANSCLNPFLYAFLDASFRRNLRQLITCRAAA
# PHOSPHO1 block: PHOSPHO1 (human) inhibition; Q8TCT1; recombinant PHOSPHO1, absorbance phosphatase assay; inhibition, % at 13.3 µM; 1.1% of 290,000 active; in the data active = inhibition above about 60%
# Target sequence (Q8TCT1 whole entry, looked up): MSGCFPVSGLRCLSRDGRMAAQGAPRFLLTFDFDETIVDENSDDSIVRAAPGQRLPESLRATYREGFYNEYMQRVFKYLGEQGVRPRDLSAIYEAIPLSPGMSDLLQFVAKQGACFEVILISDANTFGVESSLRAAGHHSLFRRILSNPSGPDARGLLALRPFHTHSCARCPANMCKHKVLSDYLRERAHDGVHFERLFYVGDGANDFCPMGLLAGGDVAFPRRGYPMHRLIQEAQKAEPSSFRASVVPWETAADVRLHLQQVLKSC
# * = called active by the depositor; . = not tested or not shown.
SMILES,GalR3 antagonist,IMP-1 inhibitor,VIM-2 inhibitor,OXTR agonist,NS3 helicase inh,DNA FID counter,V1aR counter,GPR7 antagonist,PHOSPHO1 block
O=C(c1cccs1)N(c1ccc(Cl)cc1)C1C=CS(=O)(=O)C1 (stereo not given),-6,0.4,2.4,0.2,-1,-10,0.1,-9,34
CC(C)=CCN1CCN(Cc2cccn2-c2ccccn2)CC1CCO (stereo not given),11,-0.5,-2.3,0.1,11,3,-0.8,-2,41
Cc1cc(-c2ccccc2)nc(N2CCN(c3ccccn3)CC2)n1,-8,-3.6,-3.1,-1.2,8,-8,-0.7,-9,18
CC(C)CCN(C(=O)CNC(=O)c1ccco1)C(C(=O)NC1CCCCC1)c1cccnc1 (stereo not given),-9,-3.9,-1.6,-0.7,2,-32,0.3,-2,8
Cc1ccccc1CN1CCNC(=O)C1CC(=O)NCCC1=CCCCC1 (stereo not given),-1,-0.8,-2.7,-1.0,-13,-32,-0.9,-2,43
CCOC(=O)c1sc2nc3c(cc2c1N)COC(C)(C)C3,-6,-4.5,-2.0,-1.7,2,-6,-0.3,-11,-7
CCn1cc(C(=O)NC(=S)Nc2cccc(O)c2)cn1,6,-2.1,-3.4,1.0,2,-2,2.1,5,35
C#CCOC(=O)CN1C(=O)c2cccc3cccc(c23)C1=O,-6,-2.4,3.2,-1.0,-4,-4,-0.1,-26,25
CC(=O)[C@@H]1[C@@H](C(=O)c2ccc(F)cc2)[C@]2(C(=O)Nc3ccccc32)[C@H]2C=Cc3cc(F)ccc3N12,-2,-2.7,-1.6,-1.4,5,-37,0.0,-5,15
CN1/C(=C\C(=O)C(F)F)C(C)(C)c2ccccc21,-1,-3.2,-0.3,-2.4,2,6,-2.0,-16,3
COc1ccccc1C(=O)Nc1cc(-c2nn3c(C)nnc3s2)ccc1C,.,-3.1,0.7,.,8,-6,.,-5,.
O=C(NCCCN1CCCCC1)C1CCC(CNS(=O)(=O)c2cccc3nsnc23)CC1 (stereo not given),3,0.6,-1.1,0.7,5,9,-0.3,-7,29
Cc1nc2ccc(NC(=O)c3ccc([N+](=O)[O-])cc3)cc2[nH]1,4,-1.3,-2.0,0.5,-3,12,-0.1,-8,-1
COc1cccc(NC(=O)CCC(=O)Nc2cc(OC)c(NC(=O)c3cccs3)cc2OC)c1,-9,-1.6,-4.2,.,-23,-31,.,-1,22
Cc1ccc2oc(=O)c3cc(C(=O)NCCCN4CCc5ccccc5C4)sc3c2c1,6,0.1,2.4,-0.5,-55,2,-0.1,-13,-6
O=[N+]([O-])c1cc(Cl)ccc1N1CCOCC1,-1,-3.1,-4.7,-0.5,7,9,-0.1,-7,-8
COc1cc(OC)cc(-c2nc(=S)n3ccsc3n2)c1,1,-3.1,0.4,0.0,-3,2,-1.0,1,16
S=c1[nH]nc(-c2ccc(Br)cc2)n1-c1ccc(Br)cc1,-9,-3.2,-2.9,-1.3,-6,-28,-0.4,-28,-97
COc1ccc(N2C(=O)C3C(C2=O)C2C=CC3C23CC3)c([N+](=O)[O-])c1 (stereo not given),-2,-2.3,-2.9,-1.6,4,3,0.2,-10,32
COc1ccc(OC(C)C(=O)NC2CCCCCC2)cc1 (stereo not given),-3,-1.8,-2.3,-0.4,0,-22,2.6,0,20
CCOCCCNC(=O)c1cc(-c2ccc(Br)s2)nc2ccccc12,-12,-2.1,-2.1,-1.0,3,-22,1.5,-19,-7
O=[N+]([O-])c1ccc(-n2ccnc2)cc1,-1,-2.9,-2.8,0.2,-3,-4,0.2,-12,-1
O=C(NNC(=S)Nc1ccc(F)cc1)c1cccc([N+](=O)[O-])c1,-6,-2.9,-3.7,-0.9,-18,1,0.9,-7,-50
COc1ccc2c(c1)c(=O)oc1cc(OCC(=O)NCC3CCC(C(=O)O)CC3)ccc12 (stereo not given),-8,-3.0,0.3,-0.1,15,-22,0.5,-14,18
CCOC(=O)c1[nH]c(C)c(C(=O)C(C)C)c1C,-5,1.2,-1.4,-0.6,-9,-3,-0.2,20,5

# Sorted by molecular weight (high to low): some entries from above.
SMILES,GalR3 antagonist,IMP-1 inhibitor,VIM-2 inhibitor,OXTR agonist,NS3 helicase inh,DNA FID counter,V1aR counter,GPR7 antagonist,PHOSPHO1 block
CC(C)CCN(C(=O)CNC(=O)c1ccco1)C(C(=O)NC1CCCCC1)c1cccnc1 (stereo not given),-9,-3.9,-1.6,-0.7,2,-32,0.3,-2,8
COc1ccc2c(c1)c(=O)oc1cc(OCC(=O)NCC3CCC(C(=O)O)CC3)ccc12 (stereo not given),-8,-3.0,0.3,-0.1,15,-22,0.5,-14,18
Cc1ccccc1CN1CCNC(=O)C1CC(=O)NCCC1=CCCCC1 (stereo not given),-1,-0.8,-2.7,-1.0,-13,-32,-0.9,-2,43
CC(C)=CCN1CCN(Cc2cccn2-c2ccccn2)CC1CCO (stereo not given),11,-0.5,-2.3,0.1,11,3,-0.8,-2,41
COc1ccc(N2C(=O)C3C(C2=O)C2C=CC3C23CC3)c([N+](=O)[O-])c1 (stereo not given),-2,-2.3,-2.9,-1.6,4,3,0.2,-10,32
O=C(NNC(=S)Nc1ccc(F)cc1)c1cccc([N+](=O)[O-])c1,-6,-2.9,-3.7,-0.9,-18,1,0.9,-7,-50
CCOC(=O)c1sc2nc3c(cc2c1N)COC(C)(C)C3,-6,-4.5,-2.0,-1.7,2,-6,-0.3,-11,-7
CCn1cc(C(=O)NC(=S)Nc2cccc(O)c2)cn1,6,-2.1,-3.4,1.0,2,-2,2.1,5,35
CN1/C(=C\C(=O)C(F)F)C(C)(C)c2ccccc21,-1,-3.2,-0.3,-2.4,2,6,-2.0,-16,3

# Additional structures follow:
SMILES,GalR3 antagonist,IMP-1 inhibitor,VIM-2 inhibitor,OXTR agonist,NS3 helicase inh,DNA FID counter,V1aR counter,GPR7 antagonist,PHOSPHO1 block
O=C(COC(=O)c1ccc(CO)cc1)Nc1ccc(OC(F)F)cc1,1,1.2,1.7,-0.7,0,-2,-0.1,2,0
O=C(Nc1cccc(C(F)(F)F)c1)c1ccc2nc(-c3ccco3)c(-c3ccco3)nc2c1,1,-4.3,-2.9,-1.6,23,-11,-1.3,8,24
CCc1nonc1NC(=O)c1oc2ccc(Br)cc2c1C,4,-3.2,-8.0,-0.6,-6,-4,0.4,-1,12
CCOC(=O)c1sc(=S)n(-c2cc(F)ccc2F)c1N,-4,-2.9,-2.7,4.0,1,8,2.8,-6,-36
C[C@H](NS(=O)(=O)c1ccccc1)C(=O)OCC(=O)NC(=O)Nc1ccc2c(c1)OCCO2,3,-0.6,1.4,2.6,-8,-10,2.4,-3,-14
COCCNC(=S)N/N=C(\C)c1cc2ccccc2o1,0,-2.7,-8.0,-1.4,4,-17,-0.2,-6,-6
COc1ccc(NC(=O)C2CC(=O)N/C(=N/N=C/c3ccco3)S2)cc1 (stereo not given),-4,-4.0,-3.2,0.7,-6,-13,-0.6,-2,9
CCOC(=O)c1sc(NC(=O)CSc2nc(C)cc(-c3ccccc3)n2)c(C#N)c1C,-7,-1.0,1.5,-0.3,12,3,-0.6,-1,88*
O=C(CN1C(=O)NC2(CCCC2)C1=O)Nc1cccc(C(F)(F)F)c1,-9,-3.9,-0.7,0.5,-2,-19,-0.2,-8,14
COC(=O)C1=C(C)N(CCC2=CCCCC2)C(=O)C1,-7,-1.4,2.1,-1.1,-1,1,-0.7,5,6
CC1CCN(c2c(NCC3CCC(C(=O)N4CCc5ccccc5C4)CC3)c(=O)c2=O)CC1 (stereo not given),8,-3.1,2.1,0.6,-1,-15,0.4,-10,25
Cc1cc(C(=O)NCc2ccccc2)c(=O)[nH]c1C,-3,-0.4,-0.9,0.1,1,-5,0.8,9,-10
CCc1n[nH]c(=S)n1/N=C/c1cc(Br)c(OC)cc1OC,1,-2.4,-2.0,-1.9,4,0,-1.2,-5,60*
CCOc1ccc(S(=O)(=O)NCCSCc2ccco2)cc1,-4,0.5,-4.3,1.2,3,-15,0.8,-4,-24
CCC(CC)C(=O)NCCc1cc2cc(C)c(C)cc2[nH]c1=O,-1,-3.9,-2.5,-0.1,13,-1,0.2,-1,-2
O=C(Cn1c(SCC(=O)NC2CCCC2)nnc1-c1ccncc1)Nc1ccc2c(c1)OCO2,0,-0.4,-2.3,-1.7,4,-6,0.7,-3,-10
COCCCNC(=O)CCCn1c(=O)[nH]c2ccccc2c1=O,-1,0.5,-0.2,4.0,-12,-6,0.3,8,28
COCCNC(=O)C(c1ccccc1F)N(C(=O)C(=O)NC1CCCC1)C1CCCCC1 (stereo not given),-6,-2.3,-1.5,0.2,-6,-35,0.0,-10,28
CC1CCc2sc(C(=O)NNC(=S)NC3CC3)cc2C1 (stereo not given),-5,2.2,-1.0,-1.9,19,-9,-0.7,13,-82
COC(=O)c1ccc2c(=O)n(CC3CCCO3)c(SCC(=O)Nc3ccccc3Cl)nc2c1 (stereo not given),-6,-3.2,-0.3,-0.8,5,-1,-0.1,-7,-4
Cc1ccc(NC(=O)Nc2nc(-c3ccc(C)s3)cs2)cc1,-3,0.8,0.8,0.7,18,-1,-0.4,7,4
COc1cc2c(cc1OC)C(c1ccc(O)cc1)NCC2 (stereo not given),-7,-1.1,-1.0,1.2,0,0,0.2,-9,.
Cc1cccc(N(CC(=O)NC(C)(C)C)C(=O)CNC(=O)c2cccs2)c1,-6,-1.1,-3.5,-0.3,-2,-23,1.3,3,45
O=C(CN1CCN(c2nc(-c3ccccc3)cs2)CC1)NCc1ccc2c(c1)OCO2,-5,-2.5,-3.7,1.3,-21,-35,4.5,-2,13
O=C(/C=C/c1ccc([N+](=O)[O-])cc1)N(c1ccccn1)C1CCCCC1,3,-5.2,-0.9,0.1,3,0,-0.2,-7,-21
# (listing goes on)
SMILES,GalR3 antagonist,IMP-1 inhibitor,VIM-2 inhibitor,OXTR agonist,NS3 helicase inh,DNA FID counter,V1aR counter,GPR7 antagonist,PHOSPHO1 block
C[C@H](C(=O)CC(=O)OC(C)(C)C)[C@H](O)c1ccccc1,-6,-3.9,-3.6,1.0,20,-12,0.3,-3,-30
O=C(NCCc1cccs1)C1CC(c2ccccc2F)=NO1 (stereo not given),-4,.,.,-1.1,.,.,1.3,.,22
CCc1ccc(CNCCSc2nnnn2C)cc1,2,-2.4,-3.6,1.3,-3,6,0.5,-8,-3
CC(=O)Nc1ccccc1OCc1cnc(Cl)s1,-5,0.5,0.3,-0.3,16,0,0.7,2,-26
CCOc1ccc(C(=O)NC(C)CCc2ccccc2)cc1 (stereo not given),-1,-4.9,0.1,-2.4,-3,-34,-0.7,-5,-7
COc1ccc(N2CCN(S(=O)(=O)c3cccc(C(F)(F)F)c3)CC2)cc1,2,-5.3,-1.5,-2.6,-2,-1,-1.1,-9,-14
COc1cccc2cc(C(N)=O)oc12,-6,-3.5,-2.5,-0.5,3,-2,0.0,-18,42
Cc1cc(N)c2cc(NC(=O)/C=C/c3ccccc3Cl)ccc2n1,.,-1.4,-2.1,0.3,20,31,2.1,-5,37

# Screens: PubChem BioAssay, several laboratories

# Rows are unselected. Share with any hit: about 4.3%.
